# Bioassay records as filed in PubChem.
# Calb biofilm kill – kills Candida albicans biofilms. actives 0.14% (n = 85,000). inhibition, % at 6 µM. C. albicans biofilm + clotrimazole, Alamar Blue;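 active = inhibition above 20%; inactive = inhibition below 20%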;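 also: preformed 24 hr biofilms exposed to compound for 48 hr; 0% = biofilm without compound and 100% = blank killed by clotrimazole plus chlorhexidine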
# ERa coact pot – enhances coactivator binding to human estrogen receptor alpha | P03372 | TR-FRET ERalpha-LBD/SRC-Cy5 coactivator binding, 2 h; 100 = basal binding, no effect | coactivator binding (% of control), % at 25.6 µM | actives 1.3% (n = 86,000) | AID 639; in the data active = activity above about 200%;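 also: binding measured in presence of low estradiol as agonist stimulus; 0% = peptide alone without receptor and 100% = receptor with peptide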
# HUVEC inhibit – blocks proliferation of human endothelial cells | HUVEC proliferation, CellTiter-Glo luminescence, 72 h; active compounds read low | viability, % at 10 µM (by protocol) | actives 1.1% (n = 86,000) | AID 648;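 active = viability at or below 30%; inactive = viability above 30%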;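 also: 100% = median luminescence of DMSO-only cell control wells on each plate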
# sEH act – increases human soluble epoxide hydrolase activity | actives 0.04% (n = 91,000) | AID 717 | activation, % at 2 µM | purified human sEH enzymatic activity, activator screen | P34913; in the data active = activation above about 37%; also: values of inactives mirror those of a sister screen read the other way
# H69AR inhibit – growth inhibitors of human H69AR lung tumor cells; H69AR lung tumor viability, ATP luminescence, 72 h; active compounds read low; viability, % at 10 µM; actives 6% (n = 85,000);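 active = viability at or below 40%; inactive = viability above 40%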;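 also: multidrug resistant small cell line overexpressing MRP-1 efflux transporter; 100% = mean luminescence of untreated control wells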
# ERa SRC1 inh – ER-alpha (human) coactivator binding inhibition; P03372; TR-FRET ER-alpha LBD / SRC-1 peptide, estradiol-bound; inhibition, % at 25.6 µM; actives 1.7% (n = 86,000); in the data active = inhibition above about 50%;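 also: 0% = receptor plus peptide control and 100% = peptide only without receptor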
# ERb coact inh – ER-beta (human) coactivator binding inhibition | AID 633 | TR-FRET ER-beta LBD / SRC1-Cy5 peptide binding; receptor agonist-loaded with 1 µM estradiol | inhibition, % at 25.6 µM | actives 1.3% (n = 86,000);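 active = compounds whose percent inhibition of the receptor-coactivator binding signal exceeds about 50% in the single-dose screen, limit read from the data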;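 also: 0% = receptor plus peptide wells without compound and 100% = peptide-only wells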
# Target sequence (Q92731 whole entry, looked up, the tested form may be a part): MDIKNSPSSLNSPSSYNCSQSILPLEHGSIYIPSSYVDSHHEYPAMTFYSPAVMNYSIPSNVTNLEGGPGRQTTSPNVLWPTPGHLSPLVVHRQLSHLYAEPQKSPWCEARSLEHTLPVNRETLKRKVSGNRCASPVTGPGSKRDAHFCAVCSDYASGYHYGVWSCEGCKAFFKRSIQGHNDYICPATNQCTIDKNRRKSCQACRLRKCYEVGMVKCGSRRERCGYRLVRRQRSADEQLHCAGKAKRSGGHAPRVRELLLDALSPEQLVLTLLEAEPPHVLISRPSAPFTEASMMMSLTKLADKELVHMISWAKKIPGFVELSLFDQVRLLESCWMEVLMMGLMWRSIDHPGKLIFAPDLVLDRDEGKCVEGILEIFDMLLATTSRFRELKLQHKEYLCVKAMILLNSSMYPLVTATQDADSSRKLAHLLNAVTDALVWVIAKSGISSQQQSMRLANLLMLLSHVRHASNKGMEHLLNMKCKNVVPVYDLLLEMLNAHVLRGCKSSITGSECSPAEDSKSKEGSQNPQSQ
# Smad3 FoxH1 inh – inhibitors of human Smad3 transcription factor binding | actives 0.29% (n = 88,000) | P84022 | AID 630 | TR-FRET Smad3/Dy647-FoxH1 peptide binding, europium anti-His | inhibition, % at 25 µM;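 active = compounds that reduce the energy-transfer binding signal between the protein and its labelled peptide by more than half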;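 also: 0% = Smad3 plus labelled peptide maximal FRET and 100% = peptide-only background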
# Target sequence (P84022 whole entry, looked up): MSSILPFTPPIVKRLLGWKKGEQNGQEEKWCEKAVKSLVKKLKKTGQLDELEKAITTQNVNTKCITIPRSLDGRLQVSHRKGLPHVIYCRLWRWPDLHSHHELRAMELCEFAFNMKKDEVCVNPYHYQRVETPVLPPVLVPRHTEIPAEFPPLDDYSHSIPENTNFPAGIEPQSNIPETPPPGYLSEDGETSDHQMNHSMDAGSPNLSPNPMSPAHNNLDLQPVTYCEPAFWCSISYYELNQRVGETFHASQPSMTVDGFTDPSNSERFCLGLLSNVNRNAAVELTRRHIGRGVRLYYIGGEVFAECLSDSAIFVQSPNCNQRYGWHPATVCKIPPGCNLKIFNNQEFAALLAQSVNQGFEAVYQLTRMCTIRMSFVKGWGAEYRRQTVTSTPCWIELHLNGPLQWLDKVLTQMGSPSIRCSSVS
# Fibroblast inh – blocks proliferation of human lung fibroblasts. actives 1.1% (n = 85,000). LL 47 human lung fibroblast viability, ATP luminescence; active compounds read low. AID 719. viability, % at 10 µM;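 active = viability at or below 50% in the single dose screen; inactive = viability above 50%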;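 also: compound exposure lasted 72 h before the ATP readout; 100% = median luminescence of untreated cell-only wells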
#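 Signal: luminescent ATP detection, CellTiter-Glo; assay system: LL 47 human lung fibroblasts; input: 1,150 cells/well; incubation: overnight cell rest, 72 h compound treatment at 37 °C; measure: % viability versus median cells-only luminescence; medium: IMEM growth medium with 15% fetal bovine serum; dosing: compound addition at 0.1% DMSO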
# An asterisk follows results filed as active; x = not tested or not shown; [ ] = remark or other dose.
SMILES,Calb biofilm kill,ERa coact pot,HUVEC inhibit,sEH act,H69AR inhibit,ERa SRC1 inh,ERb coact inh,Smad3 FoxH1 inh,Fibroblast inh
CC(C)CCNC(=O)Cn1c(=O)oc2cc(S(=O)(=O)N3CC(C)CC(C)C3)ccc21 (stereo not drawn),5,85,91,-14,41,7,-11,8,90
COc1ccccc1NC(=O)CN1CCN(CC(=O)Nc2ccc(F)cc2)CC1,4,115,94,x,94,-6,-4[fluorescence artefact?],10[fluorescence artefact?],114
COc1cccc(C(=O)N2CCN(Cc3ccc4c(c3)OCO4)CC2)c1OC,2,115,104,-2,100,0,10,-8,98
COC(=O)CCC(=O)COc1ccc(OC)cc1C#N,10,113,93,4,93,-10,-4,-1,97
Nc1nc(SCc2ccccc2)ns1,3,90,101,5,97,22,14,-7,95
COc1cccc(CN(CC2CCCO2)S(=O)(=O)c2ccc(S(=O)(=O)NCC3CCCO3)cc2)c1OC (stereo not drawn),8,100,87,11,91,5[fluorescence artefact?],-2[fluorescence artefact?],-3,93
O=S(=O)(NCCN1CCCC1)c1cccc2cccnc12,7,109,101,14,97,2,0,0,89
CCc1c(C)nc2ncnn2c1N1CCCC(C(=O)NCc2ccc3c(c2)OCO3)C1 (stereo not drawn),7,124[fluorescence artefact?],93,x,86,3,-4,-1,95
O=C(Nc1ccccc1)Nc1nccs1,-2,101,79,2,88,2,-2,-7,97
COCCCNC(=O)CN1C(=O)c2ccccc2C1=O,7,121,97,15,85,5,-2,0,102
CC(C)OC(=O)CSc1nc2ncc(Cl)cc2[nH]1,11,82,100,4,50,40[fluorescence artefact?],0,14,95
Cc1cccc(NC2=NC3(CCCCC3)N=C(N)N2)c1,10,105,87,2,88,-17,-27[fluorescence artefact?],6,97
Cc1cc(N)ccc1NC(=O)c1ccccc1,3,133,97,x,91,-1,-2[fluorescence artefact?],6,107
O=C(CCCCCn1c(=S)[nH]c2cc3c(cc2c1=O)OCO3)N1CCN(C2CCCCC2)CC1,4,110[fluorescence artefact?],49,0,2.2*,45[fluorescence artefact?],10[fluorescence artefact?],1,4.8*
C=CCOC(=O)C1=C(C)NC(SCC(=O)N(CC)CC)=C(C#N)C1c1ccccc1 (stereo not drawn),-8,93,101,x,75,-3[fluorescence artefact?],14,-17,86
CCOc1ccc(Cn2c(O)cc(=O)[nH]c2=O)cc1,-4,116,99,20,90,-6,-4,0,100
CCCNS(=O)(=O)c1ccc(CCC(=O)NCc2ccc3c(c2)OCO3)cc1,1,115,84,-24,96,-3,1,3,96
Cc1ccc(NC(=O)CCN2C(=O)c3ccncc3C2=O)cc1,3,116,101,16,91,-10[fluorescence artefact?],4,3,108
CN=C1SC(CC(=O)Nc2cccc(C(F)(F)F)c2)C(=O)N1C (stereo not drawn),-5,134,104,-14,103,4,-2[fluorescence artefact?],0,105
Cc1csc2nc(CNC(=O)CCC(=O)O)cn12,9,108,80,x,89,-2,-1,-11,96
CCc1ccc(S(=O)(=O)NCc2cn3ccccc3n2)s1,7,97[fluorescence artefact?],98,-3,91,-5[fluorescence artefact?],-2,-19,96
CCC(Sc1nc2c(c(=O)n1CC)SC(C)C2)C(=O)OC (stereo not drawn),9,110,102,8,88,7[fluorescence artefact?],-9,-22,104
COc1cc2cc(C(c3nnnn3C3CCCC3)N3CCc4ccccc43)c(=O)[nH]c2cc1OC (stereo not drawn),4,216*[fluorescence artefact?],68,-7,31*,50*,33,-26,36*
CCC(C)N(CC(=O)NCc1ccc(OC)cc1)C(=O)c1csnn1 (stereo not drawn),8,122,89,6,91,7[fluorescence artefact?],-10[fluorescence artefact?],1,90
O=S(=O)(NCc1ccco1)c1cccc(S(=O)(=O)N2CCOCC2)c1,-1,128,94,x,x,-10,-11,9,97

# Random excerpt: 5 entries already listed
SMILES,Calb biofilm kill,ERa coact pot,HUVEC inhibit,sEH act,H69AR inhibit,ERa SRC1 inh,ERb coact inh,Smad3 FoxH1 inh,Fibroblast inh
COCCCNC(=O)CN1C(=O)c2ccccc2C1=O,7,121,97,15,85,5,-2,0,102
C=CCOC(=O)C1=C(C)NC(SCC(=O)N(CC)CC)=C(C#N)C1c1ccccc1 (stereo not drawn),-8,93,101,x,75,-3[fluorescence artefact?],14,-17,86
CCc1ccc(S(=O)(=O)NCc2cn3ccccc3n2)s1,7,97[fluorescence artefact?],98,-3,91,-5[fluorescence artefact?],-2,-19,96
CCC(Sc1nc2c(c(=O)n1CC)SC(C)C2)C(=O)OC (stereo not drawn),9,110,102,8,88,7[fluorescence artefact?],-9,-22,104
CC(C)CCNC(=O)Cn1c(=O)oc2cc(S(=O)(=O)N3CC(C)CC(C)C3)ccc21 (stereo not drawn),5,85,91,-14,41,7,-11,8,90

# Following part.
SMILES,Calb biofilm kill,ERa coact pot,HUVEC inhibit,sEH act,H69AR inhibit,ERa SRC1 inh,ERb coact inh,Smad3 FoxH1 inh,Fibroblast inh
COc1cccc(OCC(=O)N(Cc2nc(-c3ccc(Cl)cc3)no2)C(C)C)c1,1,86,102,-2,102,-9,-4,3,98
CC(C)(C)NC(=O)NC(=O)COC(=O)c1ccco1,0,110,107,x,97,-12,1,2,109
N#Cc1ccc2ccn(CC(=O)NC3CCCCCC3)c2c1,1,94[fluorescence artefact?],102,x,97,4,8,8,98
C(#Cc1ccc(C#CCN2CCOCC2)cc1)CN1CCOCC1,-4,102,105,x,95,26,18[fluorescence artefact?],-7,97
Cc1cccc(OCC(=O)N2CCN(C(=O)c3cccs3)CC2)c1,7,120,102,9,92,-29[fluorescence artefact?],-9,2,97
CCOC(=O)CCCNS(=O)(=O)c1c(C)ccc2nsnc12,7,129,85,-2,95,-4,-4,-2,96
CCCCNC(=S)NNC(=O)c1cccnc1,5,104,96,2,96,-9,-17,16,107
Cc1ccc(S(=O)(=O)N(c2ccccc2)C2CCS(=O)(=O)C2)cc1 (stereo not drawn),4,122,103,22,99,1,-5,2,96
CCCC(=O)Nc1ccc(NC(=O)c2ccccn2)cn1,4,113,87,19,87,-9,-7,5,98
CCS(=O)(=O)c1ccc2oc(SCC(=O)NC34CC5CC(CC(C5)C3)C4)nc2c1,7,116,121,-8,54,-1,-14,4,98
O=C(CCNc1ccccc1)c1ccc2c(c1)OCO2,1,122[fluorescence artefact?],89,10,96,-6,-2[fluorescence artefact?],6,116
Cc1nc2ncccn2c1-c1csc(NCc2ccco2)n1,3,108[fluorescence artefact?],85,-19,79,-37[fluorescence artefact?],8,1,82
O=C(CSc1nc(-c2ccco2)cc(C(F)(F)F)n1)Nc1cccnc1,2,118,69,-9,21*,8,4,10,85
Cc1ccc(S(=O)(=O)NC(CC(=O)N2CCc3ccccc32)c2ccco2)cc1 (stereo not drawn),15,86,95,x,80,3,8[fluorescence artefact?],-16,97
C=CCOC(=O)C1=C(C)Nc2[nH]c(=O)[nH]c(=O)c2C1c1cccc(OC)c1 (stereo not drawn),4,112,95,-5,84,5,4,8,101
COc1ccc(OC)c2c1sc(=NC(=O)c1ccco1)n2C,6,114,68,11,52,6[fluorescence artefact?],4[fluorescence artefact?],-4,72
O=C1c2ccccc2C(=O)N1CCCc1nc(-c2ccccc2)no1,0,103,111,16,95,1,1,-13,108
O=C1NCCN1Cc1ccc(F)cc1,3,107,108,-1,84,1,0,-2,100
Cc1ccc(Nc2cc(C)nc3ncnn23)c(Cl)c1,2,110,95,-2,85,-7,-4,3,100
COc1ccc2c(c1)NC(=O)CC(c1ccccc1)=N2,4,91,95,-8,72,1,-6,2,101
O=C(CSc1ccc2nnc(-c3ccncc3)n2n1)Nc1ccc2c(c1)OCO2,2,89,99,-9,90,1,-2,2,86
Cc1cc(C)c2c(c1)-c1cc(C)nn1C(c1ccc3c(c1)OCO3)N2 (stereo not drawn),4,103,100,5,97,10,4,4,90
Cc1ccc(-c2ccc(SCC(=O)Nc3nonc3C)nn2)cc1,0,117,92,6,93,-5,-6,4,98
COc1ccc(-n2c(SCC(=O)NCCC(C)C)nc3ccsc3c2=O)cc1,7,108,89,-4,86,-10,0,0,101
CCOc1c(Cl)cc(CNCC(C)C)cc1Cl,7,89,100,-1,102,-6,-6,9[fluorescence artefact?],103

# Continued:
SMILES,Calb biofilm kill,ERa coact pot,HUVEC inhibit,sEH act,H69AR inhibit,ERa SRC1 inh,ERb coact inh,Smad3 FoxH1 inh,Fibroblast inh
CCOC(=O)C1CCCN(c2c(N3CCC(N4CCCCC4)CC3)c(=O)c2=O)C1 (stereo not drawn),4,94[fluorescence artefact?],106,-1,95,-8,-1,1,101
CC1CC(=S)Nc2ccccc2S1 (stereo not drawn),3,91,91,-8,98,-13,-14,7,99
CCS(=O)(=O)N1CCC(C(=O)NCc2ccccn2)CC1,4,104,96,x,85,0[fluorescence artefact?],-9[fluorescence artefact?],0,103
C/C=C/C(=O)OCC(=O)Nc1ccc(F)cc1Cl,4,92[fluorescence artefact?],92,-15,98,-5,-4,11,100
O=C(CN1CCCCCC1)Nc1cccc(Br)c1,5,111,90,3,98,13,-2[fluorescence artefact?],11,96
Cc1oc(-c2ccccc2)[n+]([O-])c1C,3,104,97,7,100,-10,-11,-3,93
CCC(=O)N1CCN(c2ccccc2NC(=O)Cc2ccc(Cl)cc2)CC1,7,83,83,4,85,-12,-1,1,97
COc1ccccc1N1CC(C(=O)OC(C)C(=O)N2CCCc3ccccc32)CC1=O (stereo not drawn),5,119,107,1,93,-7,-5,-4,x
CCS(=O)(=O)NCCc1ccc(OC)c(OC)c1,-2,131,105,-5,93,-4,-1,2,96
Cn1cc(C(=O)NC2CCCCCC2)c(=O)c2cc(S(=O)(=O)N3CCCC3)ccc21,8,232*[fluorescence artefact?],81,x,54,65*,5,5,x
CCOC(=O)C1CCN(C(=O)CCN2C(=O)C3C4C=CC(C4)C3C2=O)CC1 (stereo not drawn),6,100[fluorescence artefact?],90,-3,92,-4,-8,6,93
CCCCOC(=O)Nc1ccc(OC)cc1S(=O)(=O)N1CCOCC1,11,86,94,5,95,4,-5,1,91

# An excerpt from above in order of molecular weight, falling:
SMILES,Calb biofilm kill,ERa coact pot,HUVEC inhibit,sEH act,H69AR inhibit,ERa SRC1 inh,ERb coact inh,Smad3 FoxH1 inh,Fibroblast inh
Cn1cc(C(=O)NC2CCCCCC2)c(=O)c2cc(S(=O)(=O)N3CCCC3)ccc21,8,232*[fluorescence artefact?],81,x,54,65*,5,5,x
COc1ccccc1N1CC(C(=O)OC(C)C(=O)N2CCCc3ccccc32)CC1=O (stereo not drawn),5,119,107,1,93,-7,-5,-4,x
CCOC(=O)C1CCCN(c2c(N3CCC(N4CCCCC4)CC3)c(=O)c2=O)C1 (stereo not drawn),4,94[fluorescence artefact?],106,-1,95,-8,-1,1,101
CCOC(=O)C1CCN(C(=O)CCN2C(=O)C3C4C=CC(C4)C3C2=O)CC1 (stereo not drawn),6,100[fluorescence artefact?],90,-3,92,-4,-8,6,93
CCCCOC(=O)Nc1ccc(OC)cc1S(=O)(=O)N1CCOCC1,11,86,94,5,95,4,-5,1,91
CCS(=O)(=O)N1CCC(C(=O)NCc2ccccn2)CC1,4,104,96,x,85,0[fluorescence artefact?],-9[fluorescence artefact?],0,103
CC1CC(=S)Nc2ccccc2S1 (stereo not drawn),3,91,91,-8,98,-13,-14,7,99

# Some of the compounds tested. The share of hits here may be higher or lower than overall.
